TDP-43 yeast inh – rescues yeast growth from TDP-43 toxicity. TDP-43 expressing yeast growth rescue, BacTiter-Glo, 24 h. Potency, µM (doses to about 46.1 µM), for the others: top-dose growth rescue (activation), actives largely listed as activators. 410,000 compounds, 1.8% hits; further: potency means the concentration at half of the fitted maximal effect; % of control where 0% means no effect; nearly all actives have a fitted effect of over 50% in size
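Growth rescue of TDP-43-toxic yeast measured as ATP luminescence (BacTiter-Glo). Cells grown to mid-log in raffinose, induced in galactose at OD600=0.02, exposed to compound 24 hr at 30 deg C.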
Akt phos inh – Akt phosphorylation inhibition; 360,000 compounds, 0.32% hits; AID 651550; activity change, % for hits at 50 µM; Neuro2A IGF-stimulated pAkt S473 HTRF, 20 min; hits give low values; in the data active means activity change below about -80%; inconclusive means mostly about -51% to -80%; further: on the % scale 0 is the no-effect control and ±100 the full control effect
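Neuro2A cells in DMEM with 0.5% FBS, overnight at 37 deg C, given compound at single 50 µM final, then IGF (6 nM final) for 20 min at 37 deg C. Lysed; phospho-Akt Ser473 by HTRF after 24 h, 665/615 ratio.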
Abeta rescue – restores growth of yeast expressing A-beta42 peptide. AID 1347071. Potency, µM (titrated, usually from 46.1 µM), without a hit: top-dose growth rescue, hits mostly activators. yeast expressing A-beta42, growth rescue, OD600, 48 h; response scale: 0% DMSO, 100% iron-clioquinol control. 410,000 compounds, 0.063% hits; further: potency means the concentration at half of the fitted maximal effect; nearly all actives have a fitted effect of over 55% in size
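Yeast growth medium received pinned compounds, then yeast cells expressing toxic A-beta were added; plates incubated at 30 C for 48 hr. Growth read as absorbance at 600 nm, normalized to DMSO and equimolar FeCl3 plus clioquinol controls.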
PTHR1 ag – activates the human parathyroid hormone receptor PTHR1; Potency, µM (highest dose often 115 µM), inactives show top-dose activation, usual class: activators; 410,000 compounds, 0.075% hits; HEK293 GP2 PTHR1 cells, GloSensor cAMP luminescence, 1 h; further: potency means the concentration at half of the fitted maximal effect; nearly all actives have a fitted effect of over 55% in size; some results filed as inactive show a strong effect at the top dose; inactives centre near -15; many of its hits are not listed in these tables
Target sequence (Q03431 whole entry, looked up): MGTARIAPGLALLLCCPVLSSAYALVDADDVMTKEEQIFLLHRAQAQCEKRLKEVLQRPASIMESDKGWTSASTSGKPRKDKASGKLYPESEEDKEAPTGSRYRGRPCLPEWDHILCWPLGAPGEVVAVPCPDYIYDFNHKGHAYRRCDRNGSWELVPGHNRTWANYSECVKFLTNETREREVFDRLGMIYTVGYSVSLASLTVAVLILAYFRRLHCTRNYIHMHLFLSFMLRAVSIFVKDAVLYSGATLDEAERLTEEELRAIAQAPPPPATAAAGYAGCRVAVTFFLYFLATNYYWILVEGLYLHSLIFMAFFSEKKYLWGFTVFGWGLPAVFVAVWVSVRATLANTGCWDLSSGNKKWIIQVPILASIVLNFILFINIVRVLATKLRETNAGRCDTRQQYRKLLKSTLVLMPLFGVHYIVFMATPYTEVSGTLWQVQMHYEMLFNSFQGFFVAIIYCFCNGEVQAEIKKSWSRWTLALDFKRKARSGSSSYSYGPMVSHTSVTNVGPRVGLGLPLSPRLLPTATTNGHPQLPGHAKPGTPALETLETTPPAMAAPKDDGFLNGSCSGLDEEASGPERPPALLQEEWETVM
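HEK-293-derived GP2 cells expressing PTHR1 and a GloSensor cAMP reporter, 3,000/well, plated overnight, given luciferin plus IBMX (each 0.5 mM as added) for 1 h at 37 °C, then compound for 1 h at 37 °C. Luminescence was read after 15 min at room temperature.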
GLP-1R agonist – agonists of human GLP-1 receptor | HEK293 GLP-1R CRE-luciferase, luminescence, 4-6 h; cells express a hypersensitive GLP-1R form | AID 624172 | Potency, µM (doses to about 45.6 µM), without a hit: at the top dose activation, usual class: activators | 380,000 compounds, 0.007% hits; further: potency means the concentration at half of the fitted maximal effect; % of control where 0% means no effect
GLP1R inv ag – inverse agonists of human GLP-1 receptor. P43220. Potency, µM (doses to about 38.3 µM), inactives show top-dose activity change, negative = inhibition, actives largely listed as inhibitors. AID 624417. 410,000 compounds, 1.6% hits. HEK293 GLP-1R CRE-luciferase, luminescence, 24 h; GLP-1R form is constitutively active; further: potency means the concentration at half of the fitted maximal effect; on the % scale 0 is the no-effect control and ±100 the full control effect; nearly all actives have a fitted effect of over 55% in size
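Cells are plated, allowed 12 hours at 37 deg C, then treated with compounds for 24 hr before luciferase detection reagent is added and luminescence is read after 12 min at room temperature. The HEK293 line carries constitutively active GLP-1R with a cAMP-responsive reporter.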
aSyn yeast inh – rescues yeast growth from alpha-synuclein toxicity | Potency, µM (titrated, usually from 46.1 µM), for inactives: top-dose growth rescue (activation), most hits filed as activators | Yeast expressing alpha-synuclein, growth rescue, BacTiter-Glo, 24 h | 370,000 compounds, 0.14% hits; further: potency means the concentration at half of the fitted maximal effect; % of control where 0% means no effect; nearly all actives have a fitted effect of over 65% in size
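Rescue of yeast growth: cells expressing toxic alpha-synuclein, induced in galactose at OD600 0.02, incubated with compound 24 h at 30 C. ATP luminescence quantified growth; inhibitors of toxicity appear as activators.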
FUS suppressor – rescues growth of FUS-expressing yeast; AID 1347120; Potency, µM (highest dose often 76.6 µM), without a hit: at the highest dose growth rescue (activation), hits mostly activators; 390,000 compounds, 0.24% hits; S. cerevisiae FUS-expressing, growth rescue, OD600, 24 h;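 further: potency means the concentration at half of the fitted maximal effect; plate controls were DMSO vehicle for no effect and reference control for full effect; nearly all actives have a fitted effect of over 55% in size; some results filed as inactive show a strong effect at the top dose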
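FUS-expressing yeast, raffinose-pregrown, induced in 2% galactose minimal medium at OD 0.005; compounds in a dilution series, 24hr at 30C. Growth restoration read as absorbance at 600 nm. CP55940 positive control, DMSO negative.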
DRD3 antagonist – antagonists of human D3 dopamine receptor; P35462; D3R cells, DiscoveRx beta-arrestin luminescence, antagonist mode; hits give low values; max response, negative = inhibition, %; 360,000 compounds, 2.5% hits; AID 652054; in the data active means max response below about -50%; inconclusive means no clear call, values can overlap the other calls; further: on the % scale 0 is the no-effect control and ±100 the full control effect; mostly tested at two doses, the higher about 12 µM
Target sequence (P35462 whole entry, looked up): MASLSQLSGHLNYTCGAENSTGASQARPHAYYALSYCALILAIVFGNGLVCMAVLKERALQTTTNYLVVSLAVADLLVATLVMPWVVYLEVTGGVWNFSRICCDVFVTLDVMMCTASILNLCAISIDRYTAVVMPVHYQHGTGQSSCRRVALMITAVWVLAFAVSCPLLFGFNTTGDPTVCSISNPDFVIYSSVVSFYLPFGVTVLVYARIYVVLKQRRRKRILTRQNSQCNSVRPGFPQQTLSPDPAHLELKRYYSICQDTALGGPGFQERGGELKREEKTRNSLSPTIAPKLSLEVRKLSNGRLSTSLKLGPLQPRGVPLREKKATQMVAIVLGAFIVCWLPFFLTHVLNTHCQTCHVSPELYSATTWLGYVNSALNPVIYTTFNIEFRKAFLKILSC
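Cells plated overnight at 1500 cells/well, then exposed to library compounds with dopamine controls for 90 minutes at 37 degrees C. DiscoveRx reagent added for 30–60 minutes at room temperature; luminescence read, quantitative HTS format.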
* marks the source's active call; other numbers are inactive results; i = inactive; ? = inconclusive; · = no result given; [ ] = dose if it differs, or a comment. Unless noted, the call rests on the fitted dose curve; in most records, active means well fitted curve in the direction sought with a large enough effect; inconclusive means small, poorly fitted or top-dose-only effect, or another doubt; inactive means no such curve, though single readings can be large; an effect the other way counts as inactive or inconclusive. The list is partial, so the mix of outcomes need not match the whole.

SMILES	TDP-43 yeast inh	Akt phos inh	Abeta rescue	PTHR1 ag	GLP-1R agonist	GLP1R inv ag	aSyn yeast inh	FUS suppressor	DRD3 antagonist
CN(C(=O)COC(=O)c1cc2ccccc2cc1O)c1c(N)n(Cc2ccccc2)c(=O)[nH]c1=O	-11%	i	2%	-26%	9%	13%	-3%	29%	0
COc1ccc(S(=O)(=O)N2CCCN(C)CC2)cc1	-14%	i	0%	-6%	3%	-5%	-2%	5%	59
CCCCCn1c(=O)[nH]c2cc(C(=O)Nc3ccc(OC)c(OC)c3)ccc2c1=O	18%	·	-6%	-13%	-2%	9%	·	-30%	·
O=C(Nc1ccc2c(c1)OCCO2)C(c1cc2ccccc2o1)N1CCN(C/C=C/c2ccccc2)CC1 (configuration not stated)	21%	i	7%	-18%	-1%	?	-13%	24%	-111*
COc1cccc(C(=O)NC(C)CCc2ccccc2)c1 (configuration not stated)	6%	i	4%	-20%	-6%	-4%	-5%	-21%	-9
COC(=O)c1cccc(C23CC4(C2)[C@H](CN(Cc2ccc(-c5ccccc5)cc2)[C@@H]4c2ccccc2)C3c2ccc(Cl)nc2)c1 (some centres not stated)	5%	i	2%	i	3%	1%	1%	30%	-20
CC(C)CC(=O)NC(=S)Nc1cccc(NC(=O)c2ccccc2)c1	4%	i	5%	i	-5%	?	-6%	-6%	-9
COc1ccc(CC(=O)NNc2ncnc3c2cnn3-c2ccc(C)cc2)cc1OC	-2%	i	1%	i	1%	7%	-9%	8%	-19
CCOC(=O)C1(CCOc2ccccc2)CCN(Cc2ccccc2O)CC1	·	i	0%	-20%	5%	?	-2%	15%	0
COc1ccc(Cl)cc1S(=O)(=O)NCc1ccc2c(c1)CCN2C(=O)c1cccc(C)c1	18%	·	4%	-3%	·	?	·	?	·
COc1cc(C(=O)NC2CCCc3c2cnn3-c2ccccc2F)cc(OC)c1OC (configuration not stated)	2%	i	-3%	-32%[inhibitor]	13%	27%	1%	14%	15
O=C1c2ccccc2C(c2nnnn2-c2ccc3c(c2)OCCO3)N1Cc1cccnc1 (configuration not stated)	21%	i	0%	-17%	-1%	13%	-1%	3%	0
Cn1c(CNC(=O)CNC(=O)c2cccc(Cl)c2)cc(=O)n(C)c1=O	12%	i	-9%	i	-3%	3%	-1%	-13%	2
COc1ccc(/C=C\C(=O)NCC(=O)N/N=C/c2cccc(OC)c2O)cc1	-13%	i	-2%	i	3%	-19%	-5%	26%	-20
O=C(Nc1ccccc1)C(c1ccccc1)c1ccccc1	-1%	i	7%	i	14%	?	-1%	29%	-5
CSc1ccccc1NC(=O)Nc1cccc2ccccc12	20%	i	20%	i	-5%	0%	7%	-2%	-4
COc1ccc(NC(=O)CCC(=O)c2ccc(Cl)cc2)cn1	7%	i	?	12%	-5%	-6%	-4%	7%	-11
CCOC(=O)C1=C(c2ccccc2)Nc2nc(C)nn2C1c1cccc(OC)c1OC (configuration not stated)	-18%	i	1%	-8%[57.5 µM]	-3%	-12%	-9%	11%	-7
N#Cc1ccc(CSc2nnc(-c3cccc(S(=O)(=O)N4CCCCC4)c3)o2)cc1	0%	i	5%[9.22 µM]	i	2%	?	2%	-11%	-11
COc1ccccc1CCNC(=O)C(=O)c1cn(CC(=O)N2CCOCC2)c2ccccc12	0%	i	0%	-6%	1%	-6%	6%	-18%	1
CCOC(=O)N1CCC(NC(=O)c2ccc3c(c2)N=C(CC)c2cc(C)ccc2S3)CC1	22%	i	19%	i	-1%	-57%	5%	?	-3
C(=C\c1ccccc1)/CN1CCN(C(c2nnnn2Cc2ccccc2)C2CC2)CC1 (configuration not stated)	-6%	i	-5%	-3%	-2%	?	2%	-25%	-62*
CC(C)N(Cc1ccccc1)C(=O)COC(=O)c1cc[n+]([O-])cc1	3%	i	-15%	i	-7%	2%	4%	-11%	20
CCC(=O)Nc1nnc(S(=O)(=O)N(CC)c2ccc(Cl)cc2)s1	21%	i	6%	i	9%	-12%	7%	-25%	11
CC(=O)CCc1ccc(OCC(=O)Nc2cccc(S(=O)(=O)N(C)c3ccccc3)c2)cc1	-25%	i	-11%	-84%[inhibitor]	3%	11µM*	19%	33%	9
CCc1nc2cc(Cl)c(Cl)cc2nc1CC	-21%	i	-8%	i	12%	12%	-5%	-5%	-7
CCNC(=S)NC(=NCc1cccnc1)Nc1nc(C)cc(C)n1	19%	i	-17%	i	13%	42%[activator]	1%	11%	0
COc1ccc(NC(=O)/C=C/c2ccc(OC(F)F)cc2)cn1	1%	i	-12%	-29%	5%	?	-15%	20%	-10
O=C(COC(=O)CNC(=O)c1ccccc1F)Nc1nnc(-c2ccccc2)o1	-24%	i	-3%	-7%	-2%	32%[activator]	-5%	18%	-18
CC1=C(C#N)C(=O)NC(=O)/C1=C\c1ccc(-c2ccc(C)cc2[N+](=O)[O-])o1	32µM*	i	-13%	i	1%	-4%	5%	21%	7

With a hit mark in GLP1R inv ag, of those listed so far:
compound | Akt phos inh | PTHR1 ag | GLP-1R agonist | GLP1R inv ag | FUS suppressor | DRD3 antagonist
CC(=O)CCc1ccc(OCC(=O)Nc2cccc(S(=O)(=O)N(C)c3ccccc3)c2)cc1 | i | -84%[inhibitor] | 3% | 11µM* | 33% | 9

Following part:
SMILES	TDP-43 yeast inh	Akt phos inh	Abeta rescue	PTHR1 ag	GLP-1R agonist	GLP1R inv ag	aSyn yeast inh	FUS suppressor	DRD3 antagonist
COc1ccc(-n2ccc(=O)c(C(=O)O)n2)cc1	-17%	i	-4%	?	-5%	14%	-1%	7%	-11
COc1cccc(/C=N/NC(=O)c2c(-c3ccccc3)noc2C)c1O	18%	i	-4%	i	-17%	0%	27%	·	163
CN(CC(=O)Nc1cccc(F)c1)C(=O)c1cccc(S(=O)(=O)N2CCN(c3ccc(F)cc3)CC2)c1	-1%	i	-1%	-35%[inhibitor]	-7%	?	-3%[1.84 µM]	?	-22
Cc1cccc2nc(CSc3nc4ccccc4o3)cn12	0%	i	2%	i	-3%	35%[activator]	-6%	·	6
CN1CCN(CCCNC(=O)Nc2ccc([N+](=O)[O-])cc2)CC1	3%	i	-7%	i	1%	?	0%	-4%	-13
Cn1c(CS(=O)Cc2c(Cl)cccc2Cl)nnc1SCc1ccc(Cl)cc1 (configuration not stated)	13%	i	3%	-21%[57.5 µM]	-15%	0%	6%	40%	-17
CCOC(=O)c1c(C)sc(-c2c(-c3ccc(OC)c(F)c3)[nH]c3[nH]c(=O)[nH]c(=O)c23)c1O	20%	·	4%	-1%	·	?	·	-4%	·
O=C(c1cccc(N2C(=O)c3ccccc3C2=O)c1)N1CCCC(C(F)(F)F)C1 (configuration not stated)	?	i	7%	i	-4%	9%	3%	9%	13
COc1ccc(/C=C2/SC(=O)NC2=O)cc1	-45%[inhibitor]	i	-44%[inhibitor]	i	-3%	-14%	-3%	1%	-7
COc1ccc(NC(=O)CSc2nnc(C3CCCCC3)n2N)cc1OC	-5%	i	13%	-22%	2%	5%	-1%	-6%	-2
COc1ccccc1C(=O)NCC(=O)OCCCOC(=O)CNC(=O)c1ccccc1OC	-12%	i	2%	-5%	-5%	13%	-2%	2%	18
COc1cc(NC(=O)c2c(-c3ccc(C)cc3)nnc3ccccc23)cc(OC)c1OC	-14%	·	-1%	?	·	26%	·	6%	·
COCCN(C(=O)c1ccco1)c1nnc(-c2ccc(OC)cc2)s1	?	i	-8%	i	11%	-28%	18%	6%	-13
Cc1noc(C)c1COc1ccc(C(=O)NCC(c2c(F)cccc2Cl)N(C)C)cc1 (configuration not stated)	15%	i	3%	-12%	0%	-16%	2%	6%	-4
Cc1cc2nc(-c3ccco3)c(CC(C)(C)C)n2c(C)c1Br	16%	i	-31%[inhibitor]	-3%	1%	?	9%	3%	0

For reference, some entries already given:
SMILES	TDP-43 yeast inh	Akt phos inh	Abeta rescue	PTHR1 ag	GLP-1R agonist	GLP1R inv ag	aSyn yeast inh	FUS suppressor	DRD3 antagonist
COc1ccc(-n2ccc(=O)c(C(=O)O)n2)cc1	-17%	i	-4%	?	-5%	14%	-1%	7%	-11
COc1cccc(/C=N/NC(=O)c2c(-c3ccccc3)noc2C)c1O	18%	i	-4%	i	-17%	0%	27%	·	163
CN(CC(=O)Nc1cccc(F)c1)C(=O)c1cccc(S(=O)(=O)N2CCN(c3ccc(F)cc3)CC2)c1	-1%	i	-1%	-35%[inhibitor]	-7%	?	-3%[1.84 µM]	?	-22

Further results.
SMILES	TDP-43 yeast inh	Akt phos inh	Abeta rescue	PTHR1 ag	GLP-1R agonist	GLP1R inv ag	aSyn yeast inh	FUS suppressor	DRD3 antagonist
O=c1oc2ccc(Cl)cc2cc1-c1nnc(Nc2cccc(C(F)(F)F)c2)s1	6%	i	-17%	-18%	6%	0%	-6%	-24%	-26
C/C(=N\NC(=O)COc1ccc(C)cc1C(C)C)c1cc2ccccc2o1	-1%	i	1%	i	5%	?	5%	10%	3
Cc1ccc(OCC(=O)Nc2c(C(=O)c3ccc(Cl)cc3)oc3ccccc23)cc1C	-2%	·	-22%	-7%	·	7%	·	-5%	·
Cc1ccc(C)c(NC(=O)CN(C)C(=O)CSC(C)C(=O)Nc2cc(C)on2)c1 (configuration not stated)	-21%	i	8%	i	0%	16%	-5%	13%	-11
